# Assay outcomes: PubChem, Sanford-Burnham Center for Chemical Genomics
# APJ agonist – APJ receptor agonism; P35414; CHO-K1 APJ PathHunter beta-arrestin, luminescence; 0% DMSO wells, 100% apelin; activation, % at 20 µM; 330,000 tested, 0.11% active; AID 2520;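 active = activation more than six SD over the plate average, tested at 20 µM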;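 note: 0% = DMSO alone and 100% = apelin-13 at 10 nM; some results filed as inactive read as strong as hits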
#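 Incubation: overnight seeding, 90 min compound at 25 °C, 1 h detection; test system: PathHunter CHO-K1 APJ (AGTRL-1) beta-arrestin reporter cells; amount: 1000 cells/well; doses: one dose, 20 µM compound, 1% DMSO; measured by: beta-gal luminescence; measure: agonist-driven arrestin binding to APJ; benchmarks: negative DMSO alone, positive Apelin-13 at 10 nM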
# EBI2 block – blocks human EBI2 receptor beta-arrestin signaling. inhibition, % at 5 µM. AID 651636. 360,000 tested, 0.81% active. EBI2 beta-arrestin recruitment, luminescence, 7a,25-OHC stimulated. P32249; in the data active = inhibition above about 38%;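 note: enzyme fragment complementation signal reports receptor beta-arrestin coupling in cells; 0% = agonist plus DMSO wells and 100% = wells without agonist; some results beyond the cut were filed as inactive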
# Target sequence (P32249 whole entry, looked up, the tested form may be a part): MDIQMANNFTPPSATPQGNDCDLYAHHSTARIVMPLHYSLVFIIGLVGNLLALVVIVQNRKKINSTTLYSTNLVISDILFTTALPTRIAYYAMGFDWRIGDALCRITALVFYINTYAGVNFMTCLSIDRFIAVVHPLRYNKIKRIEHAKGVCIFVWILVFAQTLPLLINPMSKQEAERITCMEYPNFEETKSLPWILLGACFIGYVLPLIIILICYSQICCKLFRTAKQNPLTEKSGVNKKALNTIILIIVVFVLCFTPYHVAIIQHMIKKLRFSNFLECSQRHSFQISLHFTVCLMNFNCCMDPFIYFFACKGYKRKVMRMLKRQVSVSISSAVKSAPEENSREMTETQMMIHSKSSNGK
# CCR6 antag – CCR6 (human) receptor antagonism; CHO-K1 CCR6 PathHunter beta-arrestin, luminescence, CCL20-stimulated; inhibition, % at 20 µM; P51684; 340,000 tested, 0.49% active;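 active = compounds whose inhibition of the agonist-driven luminescence signal at 20 µM reaches about 50%, limit read from the data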;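 note: cells stimulated with CCL20 at 14 nM final; plate controls were DMSO with CCL20 for no effect and DMSO without agonist for full effect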
# Target sequence (P51684 whole entry, looked up): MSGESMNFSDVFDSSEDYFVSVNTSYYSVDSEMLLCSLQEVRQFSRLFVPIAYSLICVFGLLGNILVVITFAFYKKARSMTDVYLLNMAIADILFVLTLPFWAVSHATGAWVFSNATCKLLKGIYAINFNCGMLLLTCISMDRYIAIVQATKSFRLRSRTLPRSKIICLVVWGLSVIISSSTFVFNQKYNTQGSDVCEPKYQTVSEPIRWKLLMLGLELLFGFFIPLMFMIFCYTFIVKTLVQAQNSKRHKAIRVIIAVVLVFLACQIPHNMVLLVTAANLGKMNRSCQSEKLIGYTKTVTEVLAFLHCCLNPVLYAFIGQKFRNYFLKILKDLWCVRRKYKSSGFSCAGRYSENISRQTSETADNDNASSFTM
# ATG4B inhibitor – inhibitors of human ATG4B cysteine protease. inhibition, % at 8.33 µM. 340,000 tested, 0.51% active. ATG4B cleavage of LC3-PLA2, NBD-HPC fluorescence, 1 h. Q9Y4P1; in the data active = inhibition above about 40%
# UBC13 inh – human UBC13 polyubiquitination inhibition | UBC13 polyubiquitin chain formation, TR-FRET | inhibition, % at 20 µM | 330,000 tested, 0.47% active | AID 485273; in the data active = inhibition above about 45%, passing the limit was not always enough; inconclusive = no clear call, values can overlap the other calls
# CXCR6 block – inhibitors of human CXCR6 receptor. O00574. CHO-K1 PathHunter CXCR6 beta-arrestin, luminescence. inhibition, % at 20 µM. 360,000 tested, 0.36% active; in the data active = inhibition above about 34%, passing the limit was not always enough;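 note: antagonist mode with CXCL16 agonist at 10 nM final; 0% = 10 nM CXCL16 with DMSO and 100% = unstimulated wells without agonist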
# Target sequence (O00574 whole entry, looked up): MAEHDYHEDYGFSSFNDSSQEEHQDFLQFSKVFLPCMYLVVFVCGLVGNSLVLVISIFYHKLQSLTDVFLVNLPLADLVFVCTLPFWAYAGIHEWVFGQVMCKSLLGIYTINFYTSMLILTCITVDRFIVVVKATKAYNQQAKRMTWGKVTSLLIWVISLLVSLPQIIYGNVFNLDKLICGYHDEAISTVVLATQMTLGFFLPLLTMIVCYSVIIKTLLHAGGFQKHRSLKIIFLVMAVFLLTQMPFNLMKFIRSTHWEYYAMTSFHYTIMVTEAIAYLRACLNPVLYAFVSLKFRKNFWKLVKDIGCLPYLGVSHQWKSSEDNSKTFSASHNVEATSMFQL
# APJ antagonist – antagonists of human APJ apelin receptor; P35414; CHO-K1 APJ beta-arrestin complementation, luminescence; inhibition, % at 20 µM; 330,000 tested, 0.32% active;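 active = inhibition above about 40% at 20 µM, limit read from the data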;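 note: cells challenged with 10 nM apelin-13 agonist together with compound; plate controls were apelin-13 plus DMSO wells for no effect and DMSO wells lacking apelin-13 for full effect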
# Gli-Sufu antag – antagonists of Gli-Sufu signaling. 340,000 tested, 0.74% active. inhibition, % at 5 µM. Sufu-KO-LIGHT fibroblasts, Gli luciferase reporter luminescence;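 active = inhibition above about 55%, limit read from the data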;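 note: 0% = DMSO-treated cells and 100% = wells with medium but no cells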
# Numbers without * were called inactive; ? = inconclusive; / = not tested or not shown; & = joins results of further samples.
SMILES,APJ agonist,EBI2 block,CCR6 antag,ATG4B inhibitor,UBC13 inh,CXCR6 block,APJ antagonist,Gli-Sufu antag
c1ccc2c(N3CCCCC3)ncnc2c1,-4,-7,0,-8,3,2,-10,4
CC(OC(=O)CCC1CCCCC1)C(=O)Nc1ccc(S(N)(=O)=O)cc1 (stereo not drawn),8,3,3,-6,-5,5,-43,-4
COc1ccc2oc(C(=O)OCC(=O)Nc3ccc(N4CCOCC4)cc3)c(C)c2c1,-2,-24,14,-3,-2,-2,-65,-8
O=C(COC(=O)CCc1nc2ccccc2s1)Nc1ccc(Cl)cn1,0,0,16,-8,3,-11,4,6
COC(=O)c1cccc(NC(=O)NC2CCCN2S(=O)(=O)c2ccc(Cl)cc2)c1 (stereo not drawn),/,-1,14,-5,/,9,/,46
CC(=O)N1CCN(c2ccc(NC(=S)NC(=O)COc3ccc(C(C)(C)C)cc3)cc2)CC1,-1,9,32,-2,13,14,11,35
CC(C)CC(=O)Nc1ccc(-c2nc3ccccc3c(=O)o2)cc1,1,-1,10,-3,10,-12,3,-10
Oc1ccc(/C=N/NC(=S)NC2CC3CCC2C3)cc1 (stereo not drawn),3,49*,3,-13,9,9,-1,-24
Cc1nc(C)c(CCNC(=O)c2ccccc2Br)s1,-4,-16,10,-5,-5,2,10,-3
O=C(c1ccccc1)c1nn(-c2ccc(Cl)cc2)c(=O)cc1C(F)(F)F,-1,2,-5,-4,?,3,14,12
O=[N+]([O-])c1cccc(-c2nnnn2-c2cccc(F)c2)c1,3,3,-3,-2,-4,-12,21,-5
COc1ccc(NC(=O)CN(C)C(=O)CSCc2ccc(C)cc2)cc1,-3,1,8,-8,-3,-9,11,-5
CC1CCN(S(=O)(=O)c2ccc(C(=O)OC(C)C(=O)NC3CCCCC3C)cc2)CC1 (stereo not drawn),-2,2,-17,3,5,9,12,-2
Cc1c(NC(N)=O)c(=O)n(-c2ccccc2)n1C,-2,-8,5,-5,5,-14,14,-14
Cn1c(N)c(C(=O)COC(=O)c2cc(C3CC3)nc3ccccc23)c(=O)n(Cc2ccccc2)c1=O,-2,0,26,-17,-4,6,4,4
Cc1cc(C(=O)N/N=C/c2ccc(-c3ccc([N+](=O)[O-])cc3Cl)o2)n[nH]1,8,-10,-3,-2,-10,-9,-59,-1
CC(=O)c1ccc(N/N=C2/CCCNC2=O)cc1,1,-1,8,-4,-4,1,-13,4
O=C(O)C1(S(=O)(=O)c2ccc(Cl)cc2)CCC1,-3,-1,12,0,-2,11,-17,-12
COc1ccc(C/C(O)=C(\C#N)c2nc3ccccc3s2)cc1,-4,-1,12,-3,-4,5,-3,2
CCc1c(O)nc(SC2CC(=O)N(c3ccc(F)c(Cl)c3)C2=O)[nH]c1=O (stereo not drawn),-2,0,5,1,-1,0,6,4
COc1ccc(-c2cc(C3CC3)nc3sc(C#N)c(N)c23)cc1,0,12,15,4,7,5,5,8
COc1ccc(-n2cnnc2SCC(=O)NC2CCCc3ccccc32)cc1 (stereo not drawn),-2,6,10,2,-6,-8,4,0
COc1ccc(N(C(=O)c2cccnc2)S(=O)(=O)c2ccc(Cl)cc2)cc1,-4,5,-10,0,4,4,-10,27
COc1cccc(C2c3[nH]c4ccccc4c3C[C@H]3C(=O)N(c4ccccc4C(=O)N4CCC(C(=O)O)CC4)C(=O)N23)c1 (stereo partly drawn),-1,-7,4,-6,-16,0,3,4
COc1ccc(C(C(=O)NC2CCCC2)N(Cc2ccccc2)C(=O)c2snc(C(N)=O)c2N)cc1OC (stereo not drawn),-2,4,-3,0,6,-4,-10,10
# Next entries follow.
SMILES,APJ agonist,EBI2 block,CCR6 antag,ATG4B inhibitor,UBC13 inh,CXCR6 block,APJ antagonist,Gli-Sufu antag
Cc1cccc(C(=O)N(NC(=O)Oc2ccccc2)C(C)(C)C)c1,-2,1,5,0,9,2,19,1
Fc1ccc2cnc(-c3ccccc3)c(-c3cc(C(F)(F)F)cc(C(F)(F)F)c3)c2c1,-1,18,16,-5,3,2,14,4
Cc1cc(NC(=O)c2ccco2)ccc1-n1cnnn1,-1,0,-3,-2,5,-1,-13,-37
CC(C)C[C@H]1CNC(=S)N1CC1CCCN1C[C@H](CC(C)C)N1C[C@H](CC(C)C)N(CCc2ccccc2)C1=S (stereo partly drawn),/,-28,21,/,/,33,/,9
COC/C=C/C1=CC2=CC(=O)C(C)(OC(=O)c3cnc4ccccc4n3)C(=O)C2=CN1Cc1ccco1 (stereo not drawn),11,-11,6,2,-66,-12,-61,-5
COc1ccc(/C=N/NC(=O)CCc2ccccc2)cc1O,5,-2,11,-2,-17,-5,-5,25
CCOC(=O)c1cnc(C(F)(F)F)nc1Oc1ccccc1,0,2,10,-11,1,8,6,-2
CC1(C)C(=O)Nc2ccccc2N1C(=O)COC(=O)/C=C/c1ccc(OC(F)F)cc1,14,-1,-2,9,-12,-2,-21,1
CC1CCN(c2ccc3nnc(CCC(=O)N4CCCCC4)n3n2)CC1,4,1,21,5,-5,0,13,-4
O=C(CN1C(=O)C2CC=CCC2C1=O)NC1CCCc2ccccc21 (stereo not drawn),9,-9,10,-6,-16,4,-10,7
CCN(C[C@H]1N[C@@](C)(C(=O)OC)[C@H]2C(=O)N(Cc3ccccc3)C(=O)[C@@H]12)C(=O)NC(C)C,-5,-15,3,1,11,0,2,3
O=C(CCCC(=O)NCC1CCCO1)NCC1CCCO1 (stereo not drawn),-4,-6,-4,1,13,5,3,18
COc1ccc(C#Cc2c(-c3ccc(OC)cc3)oc3ccc(-c4ccc(OC)cc4)cc23)cc1,1,-5,-2,-2,9,-3,16,-5
O=C(Nc1ccc(C(=O)N2CCN(c3ccccc3)CC2)cc1)C1=CSCCO1,-3,0,8,5,4,3,10,6
O=C(CCC(=O)Nc1ccc(Oc2ccccc2)cc1)NCCO,0,-1,-13,-2,0,0,-16,-1
NC(=O)C1CC(=O)N(c2ccc(OCc3ccc(Cl)cc3)cc2)C1 (stereo not drawn),0,-5,-11,5,?,-8,-7,-12
COc1ccc(OC)c(CN2CCN(Cc3cc(OC)c(OC)c(OC)c3)CC2)c1,-1,-15,12,10,-1,0,-22,2
CC(=O)Nc1ccc(SC[C@H](CC(C)C)N2CCN(CCc3ccccc3)CCC2=O)cc1,-1,21,10,2,6,6,-34,35
Cc1ccc(-c2cc(C(=O)Nc3cc(C)on3)c3ccccc3n2)c(C)c1,-1,17,-2,1,-1,7,2,1
CSCC[C@H](NC(=O)c1nn(C)c(=O)c2ccccc12)c1nc2ccccc2[nH]1,-2,-8,-4,2,2,-8,3,0
O=C(Nc1ccccc1)N1CCC(C(=O)N2CCN(S(=O)(=O)c3cccc(F)c3)CC2)CC1,-3,-10,7,-2,-5,6,-3,-11
COc1ccc(C(=O)C[n+]2ccccc2/C=N/O)cc1,-3,-7,2,-1,-33,0,10,-6
CCC(C)c1ccccc1NC(=O)Cc1coc2cc3c(cc12)CCC3 (stereo not drawn),5,34,22,17,-6,-2,11,17
O=C(Cn1c(=O)c2cccn2c2cccnc21)N1CCN(c2ccc(Cl)cc2)CC1,-1,-3,3,-2,-1,4,10,7
CCC(=O)N1CCc2cc(Br)cc(S(=O)(=O)N3CCC(C(=O)NC(C)C)CC3)c21,-4,-2,17,-11,4,-4,-3,-7
# The results go on:
SMILES,APJ agonist,EBI2 block,CCR6 antag,ATG4B inhibitor,UBC13 inh,CXCR6 block,APJ antagonist,Gli-Sufu antag
COc1ccc(CNC(=O)[C@@H](NC(=O)C2CCN(S(=O)(=O)c3ccc(C)cc3)CC2)C(C)C)cc1OC,0,11,12,11,-3,-8,13,-41
CCSC(=S)c1c(C)[nH]n(-c2ccccc2)c1=O,-4,-10,14,13,4,5,22,11
Cc1ccc(C(=O)Nc2ccc(C(=O)N3CCCCC3)cc2)o1,-2,-4,4,-5,-3,-5,4,-9
CC(C)(C)C1C=C(Sc2ccccc2)C(=O)O1 (stereo not drawn),0,-6,14,1,-11,2,-2,1
COc1ccc(C(=O)NCCNC(=O)c2ccc(OC)cc2)cc1,-2,5,-7,7,-2,-5,11,-3
Cc1cc(C)n2cc(CSc3nc4cc(Cl)ccc4o3)nc2n1,2,8,20,-4,3,3,-2,22
COCCNC(=S)N/N=C/c1ccc(OCc2ccc(C(=O)OC)cc2)c(OC)c1,1,/,14,-6,5,/,6,-3
CC(C)(C)OC(=O)NCc1ccc(CNC(=O)c2[nH]cnc2C(=O)NC2CCN(C(=O)OC(C)(C)C)CC2)cc1,-1,-1,4,-14,0,-19,16,22
O=C(Nc1nnc(C2=COCCO2)o1)c1ccc(S(=O)(=O)N2CCOCC2)cc1,-4,1,23,2,-19,-5,-4,-3
O=C(CNCc1cccc(Cl)c1)N1CCc2ccccc2C1,-1,-9,8,-8,-5,3,8,-12
Cc1ccccc1C(OCCN(C)C)c1ccccc1 (stereo not drawn),-3&-6,-3&-1,2&-2,2&2,8&2,1&3,1&12,1&19
O=C(COc1ccc(F)cc1)N(Cc1ccco1)C1CCS(=O)(=O)C1 (stereo not drawn),-3,-10,16,9,-3,2,-17,-9
Cc1ccc2nc(/N=C(\N)NC(=O)NC3CCCCC3)nc(C)c2c1,3,24,15,5,49*,-3,-12,12
CCN(CC(=O)NNC(=O)c1ccccc1)Cc1ccc(OC)c(F)c1,-2,10,-6,-1,0,-6,0,31
Cc1noc(C)c1NC(=O)N(C)C[C@H]1Oc2ccc(NC(=O)C3CCCCC3)cc2C(=O)N([C@H](C)CO)C[C@@H]1C,-4,-9,9,-9,9,-2,-3,-30
Cc1cc(Br)ccc1OCCCCN1CCC(C)CC1,-2,5,7,-4,19,-2,3,42
COc1ccc(C(C(=O)NC2CCCC2)N(CCO)C(=O)Cn2nnc(-c3ccc(C)o3)n2)cc1OC (stereo not drawn),-2,1,9,-1,2,2,9,-9
Cc1cccc(NC(=O)COc2coc(CN3CCN(c4ccccc4)CC3)cc2=O)c1C,3,10,14,3,1,-13,-36,4
CCn1c(CSc2nc(C)cc(C)n2)nnc1SCC(=O)Nc1cccc2ccccc12,-2,-2,14,4,-4,-1,-5,-5
Cn1c(=O)c2c(nc(N3CCCCC3)n2CC(O)COc2ccccc2)n(C)c1=O (stereo not drawn),0,11,4,-3,-3,-4,20,10
CN(C(=O)c1ccc(-c2nn(C)c(=O)c3ccccc23)cc1)c1ccccc1,-1,4,-8,-9,5,-3,7,14
Cn1c(C(F)(F)F)nc2c(=O)oc3ccccc3c21,-3,2,3,-8,5,5,9,3
CC1CCCCC12NC(=O)N(CC(=O)N1CCN(C(=O)c3ccco3)CC1)C2=O (stereo not drawn),3,4,-1,-15,3,-4,-44,6
Cc1cc(C)cc(N(CCC#N)C(=O)CSc2n[nH]c(N)n2)c1,10,-1,13,8,-5,-6,-33,-1
COC(=O)c1ccccc1SC(CC(=O)c1ccccc1)c1ccc(F)cc1 (stereo not drawn),-7,8,23,-5,7,0,-4,3
COc1ccccc1OCC(=O)N(Cc1nc(-c2ccc(Cl)cc2)no1)C(C)C,-3,-1,7,-13,6,0,8,11
O=C(c1ccco1)N1CCN(C(c2ccccn2)c2nnnn2C2CCCC2)CC1 (stereo not drawn),1,1,-6,-7,-8,-3,-7,2

# Compound profiles, as listed above.
# O=C(Nc1nnc(C2=COCCO2)o1)c1ccc(S(=O)(=O)N2CCOCC2)cc1 in the list: APJ agonist: -4; EBI2 block: 1; CCR6 antag: 23; ATG4B inhibitor: 2; UBC13 inh: -19; CXCR6 block: -5; APJ antagonist: -4; Gli-Sufu antag: -3
# CC(C)(C)C1C=C(Sc2ccccc2)C(=O)O1 (stereo not drawn) in the list: APJ agonist: 0; EBI2 block: -6; CCR6 antag: 14; ATG4B inhibitor: 1; UBC13 inh: -11; CXCR6 block: 2; APJ antagonist: -2; Gli-Sufu antag: 1
# CCn1c(CSc2nc(C)cc(C)n2)nnc1SCC(=O)Nc1cccc2ccccc12 in the list: APJ agonist: -2; EBI2 block: -2; CCR6 antag: 14; ATG4B inhibitor: 4; UBC13 inh: -4; CXCR6 block: -1; APJ antagonist: -5; Gli-Sufu antag: -5

# Outcome played no part in choosing rows (roughly 3% active in at least one column).
